RAD52 inh: RAD52 (human) annealing inhibition; recombinant RAD52 DNA annealing, FRET fluorescence; AID 651710; actives 0.46% (n = 360,000); inhibition, % at 18.7 µM; P43351;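 active = every replicate showing at least 50% inhibition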
esBAF inh: inhibitors of esBAF chromatin remodeling in mouse ES cells; Bmi1-luciferase knock-in reporter, 24 h; 100% = twice the neutral-well signal; reporter increase, % at 12.5 µM; actives 2% (n = 350,000); AID 602393; in the data active = activation above about 40%;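 also: 0% = median of the plate's neutral control wells and 100% = double that signal; a rise in the Bmi1 reporter signal indicates esBAF inhibition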
S100A4 MyoIIA: S100A4-myosin IIA interaction inhibition; actives 0.14% (n = 360,000); P26447; inhibition, % at 10.7 µM; S100A4/TAMRA-MyoIIA peptide fluorescence polarization; AID 652163;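 active = mean inhibition of at least 70% across replicates, with every replicate also reaching that level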
Target sequence (P26447 whole entry, looked up): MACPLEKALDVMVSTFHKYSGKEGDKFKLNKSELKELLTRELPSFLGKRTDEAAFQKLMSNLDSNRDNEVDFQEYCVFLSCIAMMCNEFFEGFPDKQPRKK
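Compound dosing: one dose per compound; test system: human S100A4 monomer with TAMRA-labelled myosin IIA peptide; probe or stimulus: TAMRA-labelled myosin IIA heavy-chain peptide probe, 5 nM; medium: HEPES buffer with Ca2+, pH 7.2; schedule: 5 min incubation before reading; benchmarks: neutral control DMSO, positive control TFP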
RAD54 branch: inhibitors of human RAD54 branch migration | inhibition, % at 10.4 µM | actives 0.14% (n = 360,000) | RAD54 Holliday junction branch migration, FAM/BHQ fluorescence | Q92698;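 active = mean normalized replicate activity at least 40 and at least half of replicates scoring 40 or more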;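 also: 0% = median of neutral control wells and 100% = median of positive control wells; inhibitors cause a drop in the FAM fluorescence signal; in these data hits start at about 50%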
Target sequence (Q92698 whole entry, looked up): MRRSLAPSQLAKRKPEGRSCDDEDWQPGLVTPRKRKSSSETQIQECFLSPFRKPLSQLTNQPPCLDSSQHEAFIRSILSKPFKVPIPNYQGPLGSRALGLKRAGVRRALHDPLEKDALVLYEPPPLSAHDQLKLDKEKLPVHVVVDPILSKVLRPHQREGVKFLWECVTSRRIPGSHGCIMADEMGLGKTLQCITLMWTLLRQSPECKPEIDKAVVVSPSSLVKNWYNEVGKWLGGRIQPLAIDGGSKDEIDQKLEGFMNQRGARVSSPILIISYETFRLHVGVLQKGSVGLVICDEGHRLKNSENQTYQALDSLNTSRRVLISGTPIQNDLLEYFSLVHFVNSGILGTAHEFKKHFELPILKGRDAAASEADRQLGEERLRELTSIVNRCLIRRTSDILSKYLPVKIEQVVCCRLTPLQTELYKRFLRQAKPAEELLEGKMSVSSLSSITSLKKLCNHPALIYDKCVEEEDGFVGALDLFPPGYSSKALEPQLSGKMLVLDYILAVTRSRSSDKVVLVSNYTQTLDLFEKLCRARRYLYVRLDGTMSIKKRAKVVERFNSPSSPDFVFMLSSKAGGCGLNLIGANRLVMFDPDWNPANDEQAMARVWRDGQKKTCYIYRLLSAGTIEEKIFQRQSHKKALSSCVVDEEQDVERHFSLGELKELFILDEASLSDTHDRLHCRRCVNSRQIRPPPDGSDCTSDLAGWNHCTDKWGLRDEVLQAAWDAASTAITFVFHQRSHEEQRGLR
FN deposition inh: fibronectin deposition inhibition | AH1F fibroblasts, Alexa488-fibronectin deposition fluorescence, overnight | inhibition, % at 12.6 µM | actives 0.086% (n = 350,000);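 active = mean inhibition across replicates of 30% or more, regardless of how many single replicates reach that level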;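 also: positive control wells lacked labelled fibronectin entirely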
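Measured by – fluorescence 485/525 nm · System – AH1F fibroblast monolayer, labelled fibronectin deposition · Amount – 10000 cells per well · Buffer or medium – serum-reduced DMEM (2% serum) · Doses – single dose, pinned · Also added – fluorescent fibronectin at 24 nM final · Schedule – 1 h cell attachment, overnight exposure to compound and label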
EWS-Fli block: inhibitors of EWS/Fli oncoprotein transcriptional activity | inhibition, % at 12.6 µM | A673 NR0B1-luciferase reporter, viability-normalised | AID 651661 | actives 0.67% (n = 350,000);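 active = mean inhibition of at least 50% after viability correction, with every replicate also passing that limit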;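 also: firefly luciferase signal divided by Alamar Blue viability fluorescence both relative to DMSO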
XiGFP reactiv: activators of X-chromosome reactivation in mouse fibroblasts; XiGFP mouse fibroblasts, % GFP-positive cells imaging, 3 d; cells co-treated with 5-aza-dC sensitizer; scaled so ellipticine positive control = 100%; activation, % at 7.58 µM; actives 0.055% (n = 360,000);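 active = mean normalized replicate activation at least 10% and every replicate at or above 10%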;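 also: 0% = median of on-plate neutral control wells and 100% = ellipticine 6 µM median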
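Assay system – SV40-immortalized XiGFP fibroblast cells, line 68-5-11 · Buffer or medium – DMEM supplemented with 5-aza-dC as sensitizing agent · Dosing – one concentration, pinned · Benchmarks – positive control ellipticine, 6 µM final · Times – 3 days compound exposure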
E-sel inducer: E-selectin induction on HUVECs | P16581 | HUVEC E-selectin immunofluorescence imaging; normalized: neutral wells 0, TNF-alpha wells 100 | activation, % at 7.58 µM | actives 0.37% (n = 260,000);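 active = mean E-selectin-positive cell signal at least 10% of the positive control, reached in at least 60% of replicates, without over 20% cell loss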;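 also: in these data hits start at about 27%; measured in HUVEC primary endothelial cells; signal is the percent of cells scored E-selectin positive by PE staining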
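material = human umbilical vein endothelial cells (HUVEC), E-selectin induction | quantity = 3,000 cells/well | medium = EGM-2 growth medium on 0.1% gelatin-coated wells | technique = immunofluorescence imaging | read-out basis = % PE-positive cells | control set = TNF-alpha positive control, DMSO neutral control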
An asterisk follows results filed as active; x = not tested or not shown; & = joins results of further samples. Hits appear at their usual frequency, and some 3% of all compounds hit somewhere here.

1	C[C@@H]1C=CCCO[C@]12C(=O)N(Cc1ccc(Br)cc1)c1ccccc12
2	O=S(=O)(c1cccc2ccccc12)N1CCC2CC1c1cc(-c3ccc(F)cc3)ccc12 (configuration not stated)
3	C[C@H](CO)N1C[C@H](C)[C@@H](CN(C)S(=O)(=O)c2cccs2)Oc2c(NC(=O)Nc3cccc4ccccc34)cccc2C1=O
4	NC(=O)C1CCN(C(=O)CSc2ccsc2[N+](=O)[O-])CC1
5	CC1CN(C(=O)COC(=O)c2ccc(Cl)c(N)c2)CC(C)O1 (configuration not stated)
6	O=C(N[C@@H]1CC[C@@H](CCNC(=O)C2CCCC2)O[C@H]1CO)c1ccncc1
7	O=C(C1CCOCC1)N1C[C@@H]2N[C@H](C1)C2c1ccc(-c2ccccc2F)cc1 (some centres not stated)
8	CCOc1ccc(CCNC(=O)CCCn2c(=O)c3cccn3c3cccnc32)cc1OCC

compound no.	1	2	3	4	5	6	7	8
RAD52 inh	-11	-9	10	-14	-8	6	x	-17
S100A4 MyoIIA	-2	-15	0	2	2	-1	x	0
E-sel inducer	0.0	-0.1	-0.1	x	x	0.1	0.2&-0.1	3.4
esBAF inh	x	0	-5	x	-1	1	x	8
FN deposition inh	5	4	-5	-4	-2	x	8&-8	-3
RAD54 branch	x	2	0	x	0	12	x	4
XiGFP reactiv	0.1	-0.1	-0.9	0.0	0.3	-0.2	0.0&0.1	0.0
EWS-Fli block	-15	-5	3	-6	4	1	9&12	-19

9	C[C@H]1CCCCO[C@@H](CN(C)C)[C@@H](C)CN([C@@H](C)CO)C(=O)c2cc(NS(=O)(=O)c3ccccc3)ccc2O1
10	CCOC(=O)c1ccc(NC(=S)N2CCCC2)cc1
11	Cc1ccc(CCN2CC(C(=O)NCc3cccnc3)CC2=O)cc1 (configuration not stated)
12	O=C(CN1C(=O)c2ccccc2C1=O)Nc1nccs1
13	C[C@@H]1CN([C@@H](C)CO)C(=O)c2cc(C#C[C@@H](C)O)cnc2O[C@@H]1CN(C)C(=O)c1ccc(F)cc1
14	c1ccc(Sc2ccccc2CN2CCCC2)cc1
15	N#C[C@H]1[C@@H](c2ccccc2-c2ccccc2F)[C@@H](CO)N1C(=O)c1cccc(F)c1
16	COCC(=O)N1[C@H](C(=O)Nc2ccccc2)[C@@H](CO)[C@@H]2Cn3c(ccc(-c4ccccc4)c3=O)[C@@H]21

compound no.	9	10	11	12	13	14	15	16
RAD52 inh	-11	-9	30	-12	1	-14	-16	-5
S100A4 MyoIIA	4	-1	1	1	3	-5	-35	-18
E-sel inducer	-0.1	5.8	2.6	-0.1	0.1	1.1	0.1	0.0
esBAF inh	1	23	10	x	-2	x	x	-4
FN deposition inh	-6	-3	10	-8	x	4	1	x
RAD54 branch	5	x	-7	x	1	-10	x	4
XiGFP reactiv	0.2	0.0	0.0	0.1	1.3	0.7	0.1	0.3
EWS-Fli block	3	-16	2	2	-1	-7	-3	0

17	COc1ccc(-c2nn(C)c(=O)c3ccccc23)cc1NC(=O)COc1ccc(C)cc1
18	NC(=O)c1ccccc1NC(=O)Cc1cccs1
19	Cc1cc(C)cc(NC(=O)C2(c3cccs3)CCOCC2)c1
20	C/C(N)=C(/C#N)C(=O)CSc1nnc(COc2cc(C)ccc2C)o1
21	C[C@@H]1CN([C@H](C)CO)C(=O)Cc2cc(NS(=O)(=O)c3ccccc3)ccc2O[C@H]1CN(C)Cc1ccc(C(=O)Nc2ccccc2N)cc1
22	O=C(O)c1ccccc1C(=O)c1cccc2c(Br)cccc12
23	CC(C)NC(=O)Nc1ccc2c(c1)C(=O)N([C@H](C)CO)C[C@H](C)[C@@H](CN(C)Cc1ccncc1)O2
24	O=C(C[C@H]1C[C@H]2c3cc(NC(=O)C4CCOCC4)ccc3O[C@H]2[C@H](CO)O1)NCc1cccc(F)c1

compound no.	17	18	19	20	21	22	23	24
RAD52 inh	-15	-17	-1	-17	22	13	0	10
S100A4 MyoIIA	3	-5	-2	1	1	-6	-1	-1
E-sel inducer	x	x	x	x	0.3	-0.7	x	-0.1
esBAF inh	2	-9	x	-2	x	2	-4	1
FN deposition inh	10	-4	3	x	x	x	x	6
RAD54 branch	-2	-4	12	x	x	-8	3	9
XiGFP reactiv	x	0.0	0.1	x	-0.2	0.3	1.5	0.0
EWS-Fli block	x	-4	-14	1	11	0	-2	-1

25	COc1ccc(-c2cc3c(=O)n(CC(=O)NCc4cccnc4)ncn3n2)cc1
26	Cc1ccc(C)n1Cc1ccccc1Cl
27	COc1ccc2c3c([nH]c2c1)[C@H](CO)N(C(=O)CN(C)C)CC31CCN(Cc2cncnc2)CC1
28	Cc1ccccc1S(=O)(=O)N1[C@@H]2CNC[C@H]1C2c1ccc(-c2cccc(C(=O)N(C)C)c2)cc1 (some centres not stated)
29	COCC(=O)N(C)C[C@H]1Oc2cc(C#CC(C)C)ccc2S(=O)(=O)N([C@@H](C)CO)C[C@H]1C
30	C[C@H](CO)N1C[C@H](C)[C@H](CN(C)Cc2ccc(C(F)(F)F)cc2)Oc2c(NC(=O)Nc3cccc4ccccc34)cccc2C1=O
31	Cc1ccccc1Nc1nc(N)nc(COC(=O)CCNS(=O)(=O)c2ccccc2)n1
32	Cc1nc2sc(C(c3cccs3)N3CCC(C(N)=O)CC3)c(O)n2n1 (configuration not stated)

compound no.	25	26	27	28	29	30	31	32
RAD52 inh	-4	-21	31	-5&1	x	0	0	-15
S100A4 MyoIIA	0	-2	4	-20&-18	x	16	26	-11
E-sel inducer	-0.1	1.3	0.0	-0.6&-0.1	-4.8	-7.8	0.0	0.6
esBAF inh	-13	x	x	x	-2	9	0	-1
FN deposition inh	12	-7	5	-1&1	-7	x	x	10
RAD54 branch	0	x	x	x	11	-3	0	-6
XiGFP reactiv	0.1	-0.6	0.1	0.1&0.0	1.8	0.1	0.2	-0.1
EWS-Fli block	9	-4	-4	2&-9	-7	11	-10	-4

33	CCn1c2ccccc2c2nc3cc(C(=O)O)ccc3nc21
34	CCN(c1ccc(NC(=O)CCNC(=O)c2ccco2)cc1)C(C)C
35	CC(C)NC(=O)N1CC(=O)N2[C@H](CO)[C@@H](c3ccc(C#CCN(C)C)cc3)[C@@H]2C1
36	Cc1cc(C(=O)COC(=O)c2ccccc2NCCO)c(C)n1CC1CCCO1 (configuration not stated)
37	CC(C)NC(=O)N(C)C[C@@H]1Oc2ncc(C#Cc3ccc(F)cc3)cc2C(=O)N([C@H](C)CO)C[C@@H]1C
38	CC(=O)Nc1cc2c3ccccc3ccc2c2ccccc12
39	CCC(C)(C)C(=O)Nc1cccc(Cl)c1C
40	CN1c2ccc(-c3cccc(F)c3)cc2[C@H]2[C@H](CCN2C(=O)C2CCOCC2)[C@@H]1CO

compound no.	33	34	35	36	37	38	39	40
RAD52 inh	-47	-4	-9	-47	-3&-3	-5	-7	-23
S100A4 MyoIIA	-5	-1	-23	-3	11&-7	-2	1	0
E-sel inducer	x	-0.2	-0.1	-0.5	0.2	0.0	0.1	0.9
esBAF inh	x	9	x	x	5&-4	x	x	3
FN deposition inh	-8	-10	x	-12	-5	3	2	-27
RAD54 branch	x	-5	x	-11	5&1	x	x	13
XiGFP reactiv	0.0	0.1	0.0	0.0	-0.7	0.2	-0.1	0.4
EWS-Fli block	-20	7	-3	3	-5&-8	-1	-57	7

41	COc1cc(/C=C/C(=O)OC(C)C(=O)c2ccccc2)cc(OC)c1OC (configuration not stated)
42	CN1CCN(c2ccc(S(=O)(=O)N3CCCCC3)cc2NC(=O)c2ccc(C#N)cc2)CC1
43	OC(COc1cccc2ccccc12)CN1CCN(c2ccccc2Cl)CC1 (configuration not stated)
44	CC(CN1CCCC1)OC(=O)c1ccccc1Cl (configuration not stated)
45	CC(C)CC(=O)Nc1c2c(nn1-c1ccc([N+](=O)[O-])cc1)CS(=O)(=O)C2
46	Cc1cc(CNC(=O)C(C)n2cc([N+](=O)[O-])cn2)c2ccccc2n1 (configuration not stated)
47	COc1ccc2c(c1)C(=O)CC(c1ccc(OC)c(OC)c1)O2 (configuration not stated)
48	O=C(CC1C(=O)NCCN1CCCc1ccccc1)NCCc1ccccc1F (configuration not stated)
49	C[C@H]1CN([C@@H](C)CO)C(=O)c2cc(NS(C)(=O)=O)ccc2O[C@@H]1CN(C)CC1CC1
50	Cc1ccc(S(=O)(=O)N(C)C[C@@H]2Oc3ccc(NC(=O)Nc4c(C)noc4C)cc3CC(=O)N([C@@H](C)CO)C[C@H]2C)cc1

compound no.	41	42	43	44	45	46	47	48	49	50
RAD52 inh	-17	0	6	8	3	-20	-7	-37	-4	9
S100A4 MyoIIA	-7	-1	2	-1	2	-11	-1	3	-9	0
E-sel inducer	2.1	-1.5	-0.4	x	x	2.8	0.0	0.1	-0.1	-0.3
esBAF inh	-5	x	4	-4	-6	6	-6	7	-4	1
FN deposition inh	-4	-7	2	5	-2	-17	7	2	x	x
RAD54 branch	9	x	5	2	-2	-2	3	-7	-4	-3
XiGFP reactiv	0.2	0.0	0.0	-0.2	0.0	0.7	0.2	0.1	0.2	-0.8
EWS-Fli block	1	0	-5	-2	-1	3	3	3	-7	3

An excerpt of these results, bar-delimited.
item | molecule | RAD52 inh | S100A4 MyoIIA | E-sel inducer | esBAF inh | FN deposition inh | RAD54 branch | XiGFP reactiv | EWS-Fli block
42 | CN1CCN(c2ccc(S(=O)(=O)N3CCCCC3)cc2NC(=O)c2ccc(C#N)cc2)CC1 | 0 | -1 | -1.5 | x | -7 | x | 0.0 | 0
43 | OC(COc1cccc2ccccc12)CN1CCN(c2ccccc2Cl)CC1 (configuration not stated) | 6 | 2 | -0.4 | 4 | 2 | 5 | 0.0 | -5
44 | CC(CN1CCCC1)OC(=O)c1ccccc1Cl (configuration not stated) | 8 | -1 | x | -4 | 5 | 2 | -0.2 | -2
45 | CC(C)CC(=O)Nc1c2c(nn1-c1ccc([N+](=O)[O-])cc1)CS(=O)(=O)C2 | 3 | 2 | x | -6 | -2 | -2 | 0.0 | -1
46 | Cc1cc(CNC(=O)C(C)n2cc([N+](=O)[O-])cn2)c2ccccc2n1 (configuration not stated) | -20 | -11 | 2.8 | 6 | -17 | -2 | 0.7 | 3
47 | COc1ccc2c(c1)C(=O)CC(c1ccc(OC)c(OC)c1)O2 (configuration not stated) | -7 | -1 | 0.0 | -6 | 7 | 3 | 0.2 | 3
48 | O=C(CC1C(=O)NCCN1CCCc1ccccc1)NCCc1ccccc1F (configuration not stated) | -37 | 3 | 0.1 | 7 | 2 | -7 | 0.1 | 3
49 | C[C@H]1CN([C@@H](C)CO)C(=O)c2cc(NS(C)(=O)=O)ccc2O[C@@H]1CN(C)CC1CC1 | -4 | -9 | -0.1 | -4 | x | -4 | 0.2 | -7
50 | Cc1ccc(S(=O)(=O)N(C)C[C@@H]2Oc3ccc(NC(=O)Nc4c(C)noc4C)cc3CC(=O)N([C@@H](C)CO)C[C@H]2C)cc1 | 9 | 0 | -0.3 | 1 | x | -3 | -0.8 | 3

High-throughput results: PubChem, Broad Institute
